Screens (PubChem BioAssay)
RPL19A-GFP yeast: RPL19A-GFP expression modulators in yeast, primary screen, cell-based, S. cerevisiae, multiplex flow cytometry, MLPCN | S. cerevisiae RPL19A-GFP strain, 3 h; hits give low values | percent response vs DMSO, % at 10 µM | 0.3% of 330,000 active | AID 2025, 2009;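 active means percent response vs DMSO below 50%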;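 further: median channel GFP fluorescence of the barcoded RPL19A-GFP strain; ratio of sample median GFP to plate DMSO average so 100% = DMSO; lower means less RPL19A-GFP as with rapamycin TOR inhibition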
AGP1 TOR yeast: modulators of AGP1-GFP expression in yeast TOR pathway, primary screen, cell-based, multiplex flow cytometry, S. cerevisiae, MLPCN library; 3 h; GFP as percent of DMSO wells; GFP response vs DMSO, % at 10 µM; 0.02% of 320,000 active;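 active means GFP response relative to DMSO above a set limit, near screen average plus 3 SD, cut at about 150% in these data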;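 further: median GFP channel fluorescence of the gated AGP1 strain per well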
proCasp7 act: procaspase-7 activators, primary screen, counter-screen for procaspase-3 activator project, biochemical, absorbance, HTS, human; Caspase-7 (Homo sapiens), P55210; recombinant procaspase-7, Ac-DEVD-pNA absorbance 405 nm; D23A/D198A/D206A triple mutant, cannot self-cleave; scale: DMSO 0, 5 µM enzyme 100; activation, % at 8.5 µM; 0.093% of 330,000 active; AID 463210, 2010;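 active means percent activation above the screen-wide mean plus 3 SD, cut at about 25% in these data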
Target sequence (P55210 whole entry D23A/D198A/D206A): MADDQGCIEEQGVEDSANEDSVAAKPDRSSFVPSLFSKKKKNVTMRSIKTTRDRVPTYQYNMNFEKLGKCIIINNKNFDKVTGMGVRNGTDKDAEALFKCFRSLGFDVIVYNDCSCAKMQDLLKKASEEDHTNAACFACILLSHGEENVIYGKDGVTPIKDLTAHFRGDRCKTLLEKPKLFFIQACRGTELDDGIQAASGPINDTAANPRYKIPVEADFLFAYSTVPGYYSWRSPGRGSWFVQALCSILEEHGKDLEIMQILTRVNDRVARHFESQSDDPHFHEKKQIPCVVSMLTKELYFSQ
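Material: Procaspase-7 triple mutant (PC-7 D3A) | Quantity: 2 µM procaspase-7 mutant as dispensed | Reagent: DEVD-pNA substrate | Times: 1 h preincubation, 2 h reaction | Technique: 405 nm absorbance of p-nitroaniline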
LAP4-GFP MLPCN: modulators of LAP4-GFP expression in yeast, primary screen, S. cerevisiae, multiplex flow cytometry, MLPCN library; 3 h; median GFP as percent of DMSO wells; AID 2023, 2009; GFP response vs DMSO, % at 10 µM; 0.34% of 320,000 active;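 active means GFP response vs DMSO above a set limit, about the screen mean plus 3 SD, cut at about 150% in these data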
proCasp3 act: activators of human procaspase-3 D3A mutant, primary screen, biochemical, absorbance, PC-3 D3A mutant, single concentration | recombinant procaspase-3 D3A, Ac-DEVD-pNA absorbance 405 nm | Caspase-3 (Homo sapiens), P42574 | AID 463141, 2010 | 0.11% of 330,000 active | activation, % at 8.5 µM;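 active means activation above the mean of all tested compounds plus 3 SD, cut at about 21% in these data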;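 further: 0% = DMSO alone and 100% = DMSO wells spiked with extra 5 µM PC-3 D3A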
Target sequence (P42574 whole entry D9A/D28A/D175A): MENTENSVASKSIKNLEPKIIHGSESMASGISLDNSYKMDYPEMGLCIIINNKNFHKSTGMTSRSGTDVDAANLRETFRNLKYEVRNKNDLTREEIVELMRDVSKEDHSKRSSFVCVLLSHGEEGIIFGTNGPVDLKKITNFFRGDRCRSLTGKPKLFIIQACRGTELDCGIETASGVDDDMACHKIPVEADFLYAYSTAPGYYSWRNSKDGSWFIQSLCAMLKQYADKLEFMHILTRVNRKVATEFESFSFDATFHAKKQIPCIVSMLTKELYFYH
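Assay system: Procaspase-3 D3A mutant, all three cleavage aspartates alanine. Buffer or medium: Zinc-free HEPES saline buffer with Triton X-100. Times: 1 h compound preincubation, 2 h substrate hydrolysis at 25 °C. Measured by: 405 nm absorbance of p-nitroaniline, reads at 0 and 120 min. Read-out basis: percent activation relative to control range. Replicates: singlicate.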
CIT2 TOR yeast: modulators of CIT2-GFP expression in yeast, primary screen, S. cerevisiae, GFP fusion, multiplex flow cytometry, MLPCN library. S. cerevisiae CIT2-GFP strain, 3 h; 100 means same as DMSO wells. GFP response vs DMSO, % at 10 µM. 0.065% of 320,000 active;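 active means GFP response relative to DMSO above a set limit, near the screen mean plus 3 SD, cut at about 150% in these data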;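 further: ratio of well median GFP fluorescence to mean of DMSO wells on the plate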
MEP2-GFP yeast: modulators of MEP2-GFP levels in yeast, primary screen, S. cerevisiae, multiplex flow cytometry, MLPCN library; S. cerevisiae MEP2-GFP strain, 3 h; 100% = DMSO control level; GFP response vs DMSO, % at 10 µM; 0.51% of 330,000 active;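 active means GFP response versus DMSO above a set limit, roughly screen mean plus 3 SD, cut at about 180% in these data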;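 further: median GFP fluorescence of the barcode-gated MEP2-GFP cells per well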
AHR activator: AHR activators, primary screen, cell-based, luminescence, luciferase reporter, human | Aryl hydrocarbon receptor (Homo sapiens), P35869 | AHR-responsive luciferase reporter cells | activation, % at 5 µM | 2.5% of 320,000 active | AID 2796, 2010; in the data active means activation above about 47%;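 further: 0% = vehicle wells and 100% = reference agonist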
Numbers without * were called inactive; / = no result given.

cpd	Structure	RPL19A-GFP yeast	AGP1 TOR yeast	proCasp7 act	LAP4-GFP MLPCN
1	CCOC(=O)c1c(C)[nH]c(C)c1C(=O)COC(=O)c1cc2ccccc2cc1OC	105	100	4	102
2	COc1ccc(/C=C(/C#N)C(=O)Nc2cccc([N+](=O)[O-])c2)cc1C(=O)O	99	100	1	101
3	CCCCN(C(=O)Cn1ncc(Cl)c(Cl)c1=O)c1c(N)n(CC(C)C)c(=O)[nH]c1=O	104	108	-5	106
4	CCn1cc(NC(=O)Nc2ccc(OC)c(OC)c2)c(C(N)=O)n1	101	105	-19	98
5	Cn1nnnc1SCCOc1ccc(C#N)cc1	101	102	-3	100
6	CCCc1[nH]c2ccc(C#N)cc2c1CCC	94	77	-10	116
7	CC(C)NC(=O)C1c2ccccc2Oc2ccccc21	101	102	5	99
8	COc1ccc(OC)c(C2CC(c3ccccc3)=NN2C(=S)Nc2ccccc2)c1 (stereo not drawn)	98	/	0	/
9	COCCn1c(SCC(=O)NC(C)c2ccc(F)cc2)nc2ccccc21 (stereo not drawn)	98	104	-3	94
10	O=C(Nc1ccccc1C(F)(F)F)N1CCN(c2ccc3nncn3n2)CC1	98	97	-4	96
11	Cc1ccc(OCc2nc(C#N)c(NCc3ccc4c(c3)OCO4)o2)cc1	100	103	-3	117
12	O=C1Cc2ccccc2Sc2ccc(Cl)cc21	/	102	1	109

cpd	proCasp3 act	CIT2 TOR yeast	MEP2-GFP yeast	AHR activator
1	-8	96	107	8
2	0	92	99	-1
3	-5	107	111	1
4	-10	101	102	5
5	10	101	100	1
6	-8	66	91	14
7	-5	106	104	0
8	-4	/	96	7
9	-1	98	100	5
10	-1	98	106	3
11	16	93	100	7
12	2	95	109	4

Only AGP1 TOR yeast, proCasp7 act and RPL19A-GFP yeast (2 entries from above):
| nr | SMILES | AGP1 TOR yeast | proCasp7 act | RPL19A-GFP yeast |
| --- | --- | --- | --- | --- |
| 5 | Cn1nnnc1SCCOc1ccc(C#N)cc1 | 102 | -3 | 101 |
| 6 | CCCc1[nH]c2ccc(C#N)cc2c1CCC | 77 | -10 | 94 |

Carrying on:
cpd	Structure	RPL19A-GFP yeast	AGP1 TOR yeast	proCasp7 act	LAP4-GFP MLPCN
13	COc1ccc(S(=O)(=O)NNC(=O)c2sccc2-n2cccc2)cc1	109	102	0	109
14	CC(NC(=O)CSc1ncccc1C(=O)O)C1CC2CCC1C2 (stereo not drawn)	90	95	-2	92
15	Cc1ccc(CNc2ccc([N+](=O)[O-])cc2C(N)=O)cc1	100	85	-4	134
16	O=C(Nc1ccc(Cl)cc1Cl)Nn1cnnc1	83	95	-5	97
17	COc1ccc(-c2csc(NC(=O)CCS(=O)(=O)c3ccccc3)n2)c(OC)c1	96	100	-5	110
18	COc1ccc2nc(SCC(=O)NCc3ccc(F)cc3)[nH]c2c1	107	101	-3	117
19	CCN1C(=O)CSC1=Nc1ccccc1Cl	104	100	/	98
20	CSc1ncc(Cl)c(C(=O)Nc2ccccc2Cl)n1	90	91	-6	93
21	CCCNC(=O)C(Cc1ccccc1)NC(=O)c1ccccc1 (stereo not drawn)	114	118	7	128
22	Cc1ccc(/C=N/NC(=O)Cc2ccc(O)cc2)s1	104	96	5	81
23	Cc1ccc(-c2csc(N(CCCN(C)C)C(=O)c3ccco3)n2)cc1	98	112	3	107
24	O=C(O)C1C2C=CC3(CN(Cc4ccncc4)C(=O)C13)O2 (stereo not drawn)	98	100	11	97

cpd	proCasp3 act	CIT2 TOR yeast	MEP2-GFP yeast	AHR activator
13	10	104	96	-1
14	-6	98	95	1
15	-15	90	92	23
16	6	99	105	-1
17	-1	93	94	2
18	-9	109	114	2
19	/	106	102	/
20	11	80	96	12
21	3	116	113	0
22	7	101	97	7
23	-1	103	102	12
24	7	100	103	4

(next part)
cpd	Structure	RPL19A-GFP yeast	AGP1 TOR yeast	proCasp7 act	LAP4-GFP MLPCN
25	CCOc1cccc2cc(-c3nnc(NCc4ccco4)s3)c(=O)oc12	97	95	-41	99
26	O=C(c1ccc(S(=O)(=O)N2CCCCCC2)cc1)N1CCN(c2ccccn2)CC1	103	108	-6	101
27	O=C(c1ccc(NS(=O)(=O)c2cccs2)cc1)N1CCN(c2ccccc2Cl)CC1	100	102	13	96
28	CC(=O)N1c2ccccc2C2(O)N=C(C)SC12 (stereo not drawn)	102	96	-28	101
29	CCCCC(CC)C(=O)Oc1ccc(O)c(C(C)(C)C)c1 (stereo not drawn)	98	102	-2	100
30	CCN(CC)S(=O)(=O)c1cccc(-c2nnc(SCC(=O)NC3CCCCCC3)n2N)c1	97	101	7	107
31	CC(C)NC(=O)C(=O)N/N=C/c1ccco1	99	102	13	101
32	Nc1cc(-c2ccco2)no1	97	102	1	101
33	COc1ccc(N(C(=O)Cn2nnc(-c3ccc(Cl)cc3)n2)C(C(=O)NCC2CCCO2)c2ccncc2)cc1 (stereo not drawn)	96	97	9	100
34	CCN(CC)C(=O)CSc1nc(O)c(Cc2ccccc2)c(=O)n1-c1ccccc1	99	103	3	100
35	Cc1ccc(NC(=O)CN2CCN(C(=O)c3ccco3)CC2)cc1	103	109	4	101
36	CC1CCN(c2c(NCC3CCC(C(=O)NCc4ccc(F)cc4)CC3)c(=O)c2=O)CC1 (stereo not drawn)	101	112	-3	99

cpd	proCasp3 act	CIT2 TOR yeast	MEP2-GFP yeast	AHR activator
25	-29	101	91	-1
26	3	103	102	-1
27	-2	98	98	1
28	-31	100	101	51*
29	0	101	101	0
30	3	/	100	0
31	2	98	103	3
32	0	99	92	3
33	4	113	97	0
34	-3	104	102	1
35	5	105	98	2
36	-1	84	97	-1

Additional entries.
cpd	Structure	RPL19A-GFP yeast	AGP1 TOR yeast	proCasp7 act	LAP4-GFP MLPCN
37	Cc1nc(SCC(=O)N2CCN(c3ccccc3)CC2)n[nH]1	95	96	8	88
38	Nc1c(NC=O)c(=O)n(Cc2ccccc2)c(=O)n1Cc1ccccc1	100	105	12	108
39	O=c1c(C/C=C/c2ccccc2)c(O)ccn1CCc1c[nH]c2ccccc12	100	100	7	119
40	CC(=O)Nc1cc2c(ccc3ccccc32)oc1=O	97	91	12	105
41	N#Cc1cnn2ccc(-c3ccc4c(c3)CCC4)nc12	92	81	0	95
42	Cc1ccc(C)c(-n2cc(-c3ccc(Cl)cc3)nc2SCC(=O)NC2CCS(=O)(=O)C2)c1 (stereo not drawn)	104	101	5	94
43	COc1cccc(C(=O)Nc2sc(C(C)C)cc2C(N)=O)c1OC	95	94	-6	111
44	CC1=C(C(=O)OCC2CCCCC2)C(c2ccc(O)cc2)NC(=O)N1 (stereo not drawn)	95	92	13	104
45	Cc1[nH]nc2c1C(c1ccc(N(C)C)cc1)C1=C(CC(C)(C)CC1=O)N2 (stereo not drawn)	98	97	-8	101
46	Cc1ccc(S(=O)(=O)NC(=O)c2ccccc2F)cc1	103	95	1	104
47	O=C1N(Cc2cccnc2)C[C@@H]2C[C@@H](c3ccc4nsnc4c3)N3CCC[C@@]123	104	97	-1	93
48	O=C(CCNC(=O)c1ccco1)Nc1nc(-c2ccccc2)cs1	91	94	-4	104

cpd	proCasp3 act	CIT2 TOR yeast	MEP2-GFP yeast	AHR activator
37	5	100	111	0
38	-8	98	98	2
39	-3	96	95	5
40	-3	94	96	-2
41	10	86	95	-1
42	4	107	103	9
43	5	92	98	24
44	7	92	98	0
45	8	89	93	5
46	-3	86	98	3
47	5	103	102	-2
48	3	83	100	37

Entries above that have a cyano group (five):
cpd	Structure	RPL19A-GFP yeast	AGP1 TOR yeast	proCasp7 act	LAP4-GFP MLPCN
2	COc1ccc(/C=C(/C#N)C(=O)Nc2cccc([N+](=O)[O-])c2)cc1C(=O)O	99	100	1	101
5	Cn1nnnc1SCCOc1ccc(C#N)cc1	101	102	-3	100
6	CCCc1[nH]c2ccc(C#N)cc2c1CCC	94	77	-10	116
11	Cc1ccc(OCc2nc(C#N)c(NCc3ccc4c(c3)OCO4)o2)cc1	100	103	-3	117
41	N#Cc1cnn2ccc(-c3ccc4c(c3)CCC4)nc12	92	81	0	95

cpd	proCasp3 act	CIT2 TOR yeast	MEP2-GFP yeast	AHR activator
2	0	92	99	-1
5	10	101	100	1
6	-8	66	91	14
11	16	93	100	7
41	10	86	95	-1

Further entries.
cpd	Structure	RPL19A-GFP yeast	AGP1 TOR yeast	proCasp7 act	LAP4-GFP MLPCN
49	Cc1ccc(OCCC(=O)OCC(=O)c2c(N)n(CC(C)C)c(=O)n(C)c2=O)cc1	97	103	7	100
50	CCc1nc(SCc2cccnc2)[nH]c(=O)c1C	102	103	-8	101
51	CCc1nc(-c2ccc(C)nc2OC)no1	97	99	3	104
52	COc1ccc(CN2CC(C(=O)NCCCOC(C)C)CC2=O)cc1 (stereo not drawn)	100	99	1	107
53	CC(=O)Nc1ccc(OCC(=O)N(CC(C)C)C2CCS(=O)(=O)C2)cc1 (stereo not drawn)	95	99	-3	99
54	O=C(CCCCN1CCCCC1)c1ccccc1	102	110	2	111
55	Nc1nnc(SCC(=O)Nc2nccs2)s1	90	121	-4	114

cpd	proCasp3 act	CIT2 TOR yeast	MEP2-GFP yeast	AHR activator
49	5	96	101	-1
50	-1	102	106	6
51	-2	102	104	0
52	1	102	107	-2
53	3	98	101	-2
54	0	105	102	-1
55	1	117	135	1
